CFTR F508del cor: correctors of CFTR F508del function in bronchial epithelial cells | activity (quench increase), % at 7.58 µM | CFBE cells, YFP halide quenching; stimulated with forskolin plus potentiator P3; % fluorescence drop versus neutral controls | hit rate 0.36% among 350,000 | AID 720511;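 active means mean added fluorescence quench of at least 8% versus neutral control, with both replicates also reaching 8%; inconclusive means only one of the mean or replicate conditions met; inactive means mean below 8% and not both replicates reaching 8%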;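 further: cells transiently co-express mutant CFTR-F508del with the halide-sensitive YFP; corrector assay measuring rescue of mutant channel to the surface after 24 h compound exposure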
FN deposition inh: fibronectin deposition inhibition. AH1F fibroblasts, Alexa488-fibronectin deposition fluorescence, overnight. inhibition, % at 12.6 µM. hit rate 0.086% among 350,000. AID 743247;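 active means mean inhibition across replicates of 30% or more, regardless of how many single replicates reach that level; inconclusive means mean under 30% yet at least half of replicates reach 30%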;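 further: positive control wells lacked labelled fibronectin entirely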
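Schedule: 1 h cell adhesion before compound, then overnight fibronectin incubation; test system: AH1F fibroblast monolayer depositing Alexa488-labelled fibronectin into matrix; quantity: 10000 AH1F cells per well; probe or stimulus: fluorescent fibronectin at 24 nM final; signal: fluorescence, ex 485 nm, em 525 nm; evaluation: percent inhibition as loss of matrix-bound fibronectin fluorescence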
EWS-Fli inh: inhibitors of EWS/Fli oncoprotein transcriptional activity | inhibition, % at 12.6 µM | hit rate 0.67% among 350,000 | A673 NR0B1-luciferase reporter, viability-normalised | AID 651661;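 active means mean inhibition of at least 50% after viability correction, with every replicate also passing that limit; inconclusive means mean reaches 50% but only one of two replicates passes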;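 further: firefly luciferase signal divided by Alamar Blue viability fluorescence both relative to DMSO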
DENV2 CPE: inhibitors of DENV2 cytopathic effect; CPE inhibition, % at 9.99 µM; DENV2-infected cells, cytopathic effect rescue, plate reader; AID 651640; hit rate 1.7% among 350,000; in the data active means CPE inhibition above about 20%, passing the limit was not always enough; inconclusive means no clear call, values can overlap the other calls; tested in BHK-21 cells;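 further: 0% = median of neutral control wells and 100% = median of positive control wells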
PAX8 reporter: lowers PAX8-driven luciferase in RMG-I cells. RMG-I TPO-luciferase reporter, SteadyGlo, 24 h. inhibition, % at 12.6 µM. hit rate 1.2% among 360,000. AID 652154;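 active means mean replicate inhibition at least 60% with every replicate also reaching 60%; inconclusive means only one of the two criteria is met; inactive means mean below 60% and not all replicates reaching 60%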;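 further: luciferase light reporting Pax8 driven TPO promoter activity; plate controls were median of neutral control wells for no effect and mitoxantrone controls for full effect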
GSIS activator: GLuc luminescence reporter in INS-1E cells, primary screen for activators of glucose-dependent secretion of insulin | INS-1E GLuc reporter insulin secretion, 2-3 h | activation, % at 16.6 µM | hit rate 0.61% among 370,000 | AID 743287;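 active means lowest replicate activation of at least 40%, so every replicate reaches that level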;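 further: 0% = median of neutral control wells and 100% = median of IBMX positive control wells; some compounds called inactive have numbers as strong as hits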
miR122 inh: blocks miR-122 activity in Huh7 sensor cells | Huh7 miR-122 Renilla luciferase sensor, 48 h; neutral wells = 0, positive control = 100 | activation (reporter increase), % at 12.5 µM | hit rate 0.3% among 340,000 | AID 602342;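 active means mean replicate activation score at least 90 and every replicate individually at or above 90; inconclusive means only one of the two criteria met; inactive means neither criterion met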;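 further: higher luciferase means less miR-122 activity so hits act as miR-122 inhibitors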
Starred values were filed as active, the others as inactive; ? = inconclusive; / = no result given; & = joins results of further samples; [ ] = another dose, or the depositor's remark.

SMILES	CFTR F508del cor	FN deposition inh	EWS-Fli inh	DENV2 CPE	PAX8 reporter	GSIS activator	miR122 inh
Cc1ccc(-c2nc(C(=O)NC3CCCCCC3)no2)cc1	0.7	-8	-16	1	-31	27	-1
CCOC(=O)N1CCC(NC(=O)c2ccc(CS(=O)(=O)c3c(Cl)cccc3Cl)o2)CC1	-1.2	4	-4	3	1	-2	-4
Cc1ccsc1C(=O)OCC(=O)Nc1cccc(F)c1	-1.2	-10	-22	19	-34	2	3
COCCC(=O)N1CCC(n2nccc2NC(=O)c2ccccc2C)CC1	-0.5	5	-10	-1	-5	30	-9
CCCNC(=O)N1CC2(CCN(CC3CCCCC3)CC2)c2c(n(C)c3cc(OC)ccc23)[C@H]1CO	-1.9	/	2	7	/	-11	/
C[C@@H]1CCCCO[C@@H](CN(C)S(=O)(=O)c2ccc(Cl)cc2)[C@H](C)CN([C@H](C)CO)C(=O)c2cc(NC(=O)C3CCCCC3)ccc2O1	-0.3	2	20	16	43	-4	-8[16.7 µM]
O=C(C[n+]1cc(-c2ccccc2)n2c1CCCCC2)c1ccc(Cl)cc1	-3.3	-9	-15	-8	40	-4	-1
COc1ccc(/C(C)=N/NC(=S)NCc2ccco2)cc1	/	8	-6	0	-4	/	/
O=C(/C=C/c1cccc([N+](=O)[O-])c1)NCCN1C(=O)S/C(=C\c2cccnc2)C1=O	-2.6	/	2	3	-5	-11	/
CCCC#Cc1ccc2c(c1)O[C@H](CN(C)Cc1ccccc1)[C@@H](C)CN([C@@H](C)CO)S2(=O)=O	-3.1	7	3	/	6	4	/

Compound profiles, from the list above.
`CCCNC(=O)N1CC2(CCN(CC3CCCCC3)CC2)c2c(n(C)c3cc(OC)ccc23)[C@H]1CO` is listed with CFTR F508del cor = -1.9; FN deposition inh = /; EWS-Fli inh = 2; DENV2 CPE = 7; PAX8 reporter = /; GSIS activator = -11; miR122 inh = /
`O=C(C[n+]1cc(-c2ccccc2)n2c1CCCCC2)c1ccc(Cl)cc1` is listed with CFTR F508del cor = -3.3; FN deposition inh = -9; EWS-Fli inh = -15; DENV2 CPE = -8; PAX8 reporter = 40; GSIS activator = -4; miR122 inh = -1

Following part
SMILES	CFTR F508del cor	FN deposition inh	EWS-Fli inh	DENV2 CPE	PAX8 reporter	GSIS activator	miR122 inh
C[C@@H]1CN([C@@H](C)CO)C(=O)c2cc(-c3ccc(C(=O)N(C)C)cc3)cnc2O[C@@H]1CN(C)Cc1ccc(C(=O)O)cc1	1.5	/	-2	-2	16	20	0[16.7 µM]
O=S(=O)(NCC1CCCO1)c1ccc(-c2ccc(S(=O)(=O)NCC3CCCO3)cc2)cc1 (configuration not stated)	0.9	3	21	1	37	1	13
CCC1(c2ccc(F)cc2)NC(=O)N(CC(=O)Nc2ccc(S(N)(=O)=O)cc2)C1=O (configuration not stated)	6.6	/	-5	0	14	-8	/
Cc1nnc(SCC2=C(C(=O)O)N3C(=O)C(NC(=O)Cn4ncc(Cl)c4C)C3SC2)s1 (configuration not stated)	-0.7	1	5	14	-2	-7	/
CC(=O)c1cc(C#N)c(N2CCCC2)nc1C	4.7	5	11	-4	-13	26	/
CN1c2ccc(-c3cccc(C#N)c3)cc2[C@@H]2[C@@H](CCN2C(=O)C2CCCC2)[C@@H]1CO	-0.2	-1	-6	?	/	-46	/
C[C@@H]1CN([C@@H](C)CO)C(=O)c2cc(C#Cc3cccnc3)cnc2O[C@@H]1CN(C)S(=O)(=O)c1ccccc1F	2.5	-2	8	-3	7	14	3[16.7 µM]
O=C(COC(=O)Cc1c(F)cccc1Cl)NC(=O)c1ccccc1	0.5	6	-1	-1	2	3	1
COC(=O)Cc1nc2c(N)nc(N)nc2[nH]c1=O	1.3	3	-8	?	-8	/	/
CCC(=O)NC(Cc1ccccc1)c1nc2ccccc2[nH]1 (configuration not stated)	-0.6	0	-1	-2	6	-7	4
C[C@H]1CN([C@@H](C)CO)C(=O)Cc2cc(NS(=O)(=O)c3cccs3)ccc2O[C@@H]1CN(C)Cc1ccc(Oc2ccccc2)cc1	4.1	/	-2	-5	-11	-20	9[16.7 µM]
Cc1cccc(NC(=O)c2ccc(OCc3c(C)noc3C)cc2)c1	3.1	-3	-38	-8	-27	36	-6
COc1ccc2c(c1)S(=O)(=O)c1ccccc1N2	-0.5	12	-9	3	2	2	1
C/C(=N\NC(=O)c1cc(-c2ccc(Cl)s2)[nH]n1)c1ccncc1	-0.8	10	-10	-3	-7	10	0
O=C(Cn1cnc2scc(-c3ccccc3)c2c1=O)NCc1ccco1	0.2	-6	6	-3	5	-5	-3
C[C@H](CO)N1C[C@H](C)[C@@H](CN(C)S(=O)(=O)c2ccc(F)cc2)Oc2c(NC(=O)Nc3ccc4c(c3)OCO4)cccc2C1=O	-2.5&2.8	14	6&-6	-13&14	0&4	-15&-20	3
CC(C)CCN1CCN(Cc2ccc3nsnc3c2)CC1CCO (configuration not stated)	/	-5	/	/	-8	-3	/
CC(=O)Nc1ccc(-c2ccnc3c2CC(C)(C(=O)NCCc2ccccc2)O3)cc1 (configuration not stated)	0.9	/	0	-8	-4	/	27
COc1ccccc1-c1ccc([C@@H]2[C@@H](CO)N3CCCCN(C(=O)c4ccncc4)C[C@H]23)cc1	2.3	/	1	-9	-2	-3	-4[16.7 µM]
CC(=O)Nc1ccc2nc(NC(=O)c3ccc([N+](=O)[O-])o3)sc2c1	-5.2	4	24	-1	48	-5	/

Part of the list above, with bars between the fields:
SMILES | CFTR F508del cor | FN deposition inh | EWS-Fli inh | DENV2 CPE | PAX8 reporter | GSIS activator | miR122 inh
C/C(=N\NC(=O)c1cc(-c2ccc(Cl)s2)[nH]n1)c1ccncc1 | -0.8 | 10 | -10 | -3 | -7 | 10 | 0
CC(=O)Nc1ccc2nc(NC(=O)c3ccc([N+](=O)[O-])o3)sc2c1 | -5.2 | 4 | 24 | -1 | 48 | -5 | /
COc1ccccc1-c1ccc([C@@H]2[C@@H](CO)N3CCCCN(C(=O)c4ccncc4)C[C@H]23)cc1 | 2.3 | / | 1 | -9 | -2 | -3 | -4[16.7 µM]

Additional compounds follow:
SMILES	CFTR F508del cor	FN deposition inh	EWS-Fli inh	DENV2 CPE	PAX8 reporter	GSIS activator	miR122 inh
O=C(C[C@@H]1C=C[C@H](NC(=O)c2cccc(F)c2)[C@H](CO)O1)NCc1ccc(Oc2ccccc2)cc1	-1.6	/	10	-9	6	-25	/
C=CCOc1ccc(/C=C/C(=O)OCC(=O)NCCC2=CCCCC2)cc1	0.6	1	/	-4	4	-4	/
COc1ccc(C2COC(=O)C2=N)c(NC(=O)c2ccc(Cl)cc2)c1 (configuration not stated)	-0.8	-1	7	-2	24	2	19
CC(NC(=O)Cc1ccc(F)cc1)c1ccc(F)cc1 (configuration not stated)	-0.3	-2	4	-4	14	4	-2
CCOc1ccc(C(=O)Nc2cc(C)ccn2)cc1	0.5	-1	?	0	24	10	-8
Cn1c(Cn2c(=O)sc3ccccc32)nnc1SCC(=O)NCc1ccccc1	-1.2	12	1	3	-6	8	3
CC(=O)N1CCN(C(=O)c2ccc(-c3cccc(C(F)(F)F)c3)o2)CC1	-3.8	6	-8	-2	-26	17	-1
CCN(CC)c1ccc(NC(=O)Cn2ncc3c(C)n(Cc4ccccc4F)c(C)c3c2=O)c(C)c1	-2.0	-1	0	1	37	16	/
Cc1sc2ncnc(N3CCN(S(=O)(=O)c4ccc(Br)cc4)CC3)c2c1C	0.6	/	/	11	-5	-12	-2
Cc1ccc(-n2ncc3c2CC(C)(C)CC3NC(=O)CCc2c(C)noc2C)cc1 (configuration not stated)	-2.8	-2	0	4	12	-16	-4
CNc1oc(-c2ccccc2Cl)nc1P(=O)(c1ccccc1)c1ccccc1	-1.5	1	0	-3	29	6	/
COc1ccccc1S(=O)(=O)Nc1ccc2c(c1)OC[C@@H](C)NC[C@H](C)[C@@H](OC)CN(C)C2=O	2.2	5	5	9	/	19	8[16.7 µM]
O=C(Nc1ccccc1)[C@H]1[C@H](CO)[C@H]2Cn3c(cccc3=O)[C@H]2N1C(=O)C1CCC1	-0.5	/	-1	?	/	2	-8[16.7 µM]
O=C(CN1CCC(O)(c2ccc3c(c2)OCO3)CC1)NC1CCCCC1	-0.9	13	-4	2	5	3	-7
C[C@H](CO)N1C[C@H](C)[C@H](CN(C)S(=O)(=O)c2ccc(F)cc2)OCCCC[C@H](C)Oc2ccc(NS(=O)(=O)c3ccc(Cl)cc3)cc2C1=O	1.0	-10	9	4	87*	-7	-5[16.7 µM]
O=C(C[C@@H]1C=C[C@H](NC(=O)c2cnccn2)[C@H](CO)O1)NCc1ccccc1F	-0.3	-9	4	/	-12	7	/
CC12CCC(=O)N1C(C(=O)Nc1cc(Cl)ccc1N1CCOCC1)CS2 (configuration not stated)	-0.7	1	0	-8	/	0	0
CO[C@@H]1CN(C)C(=O)c2cc(NC(=O)c3cccc(F)c3)ccc2OC[C@H](C)NC[C@H]1C	0.2	7	-7	8	/	3	-2[16.7 µM]
CC(O)(c1ccc(F)c(F)c1)c1nc(-c2cccc(C(=O)O)c2)cs1 (configuration not stated)	-4.9	/	-13	-2	-18	/	0
Cc1ccc(-c2nc(NC(=O)c3ccc(S(=O)(=O)N(CCC#N)CCC#N)cc3)sc2-c2ccccc2)cc1	/	1	10	3	-5	1	-3

Sorted by the number under miR122 inh (descending): some entries from above.
SMILES	miR122 inh
CC12CCC(=O)N1C(C(=O)Nc1cc(Cl)ccc1N1CCOCC1)CS2 (configuration not stated)	0
Cc1ccc(-c2nc(NC(=O)c3ccc(S(=O)(=O)N(CCC#N)CCC#N)cc3)sc2-c2ccccc2)cc1	-3
O=C(CN1CCC(O)(c2ccc3c(c2)OCO3)CC1)NC1CCCCC1	-7

Next section:
SMILES	CFTR F508del cor	FN deposition inh	EWS-Fli inh	DENV2 CPE	PAX8 reporter	GSIS activator	miR122 inh
O=S(=O)(c1ccccc1F)N1CCN(Cc2cc3c(cc2O)OCO3)CC1	-0.3	4	-1	4	4	-14	-5
Cc1cccc(C)c1-n1ncc(C(=O)NC2CCCC2)c1C1CCNCC1	2.5	4	-4	3	-18	21	0
COc1cccc(Cc2n[nH]c(=S)n2Cc2ccco2)c1	0.0	-12	1	-3	11	16	-4
COC(=O)[C@@]12C[C@@H](CC(=O)NCc3cccs3)C(=O)N(Cc3cccc4ccccc34)C1=CCC(C)(C)C2	-2.2	-7	8	6	16	-5	/
CC(=O)N(C)C[C@H]1Oc2cc(C3=CCCC3)ccc2S(=O)(=O)N([C@H](C)CO)C[C@H]1C	0.7	3	1	-5	/	17	-21[16.7 µM]
COC(=O)c1ccccc1NC(=O)Cn1c(=O)n(CCC(=O)NC2CCN(Cc3ccccc3)CC2)c(=O)c2ccccc21	1.4	6	14	-3	19	5	2
